# Screening results deposited in PubChem by several laboratories.
# CHRM5 antagonist: antagonists of human muscarinic M5 receptor (CHRM5) | AID 624040 | P08912 | inhibition, % at 3 µM | CHO-hM5 cells, Fluo-8 calcium fluorescence, ACh EC80 | 360,000 compounds, 0.59% hits;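 active = inhibition above a per-plate cutoff, the mean of that plate's test compounds plus 3 SD, cut at about 27% in these data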;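 also: 0% = acetylcholine EC80 with DMSO and 100% = DMSO without agonist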
# M4 antag: antagonists of human muscarinic M4 receptor (CHRM4). P08173. CHO-hM4 cells, ACh EC80, Fluo-8 calcium fluorescence. inhibition, % at 3 µM. 360,000 compounds, 0.73% hits. AID 624125;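 active = inhibition above its plate's cutoff, the mean inhibition of sample wells plus 3 SD, cut at about 27% in these data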;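 also: 0% = acetylcholine EC80 with DMSO and 100% = DMSO without agonist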
# Target sequence (P08173 whole entry, looked up): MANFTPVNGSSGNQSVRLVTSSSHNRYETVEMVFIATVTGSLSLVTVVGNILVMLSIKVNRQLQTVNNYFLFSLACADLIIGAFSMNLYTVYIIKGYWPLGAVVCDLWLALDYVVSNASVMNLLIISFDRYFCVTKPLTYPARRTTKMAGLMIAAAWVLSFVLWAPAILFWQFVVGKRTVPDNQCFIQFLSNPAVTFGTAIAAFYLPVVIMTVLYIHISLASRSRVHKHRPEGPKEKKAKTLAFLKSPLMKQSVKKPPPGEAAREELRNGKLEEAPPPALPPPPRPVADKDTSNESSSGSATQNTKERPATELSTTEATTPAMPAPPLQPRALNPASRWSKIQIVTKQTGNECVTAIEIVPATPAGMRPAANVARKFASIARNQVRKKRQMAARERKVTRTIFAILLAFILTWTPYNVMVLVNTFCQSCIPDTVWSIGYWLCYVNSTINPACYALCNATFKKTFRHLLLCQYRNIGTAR
# M1 PAM: human CHRM1 positive allosteric modulation; P11229; CHO-K1 hM1, Fluo-8 calcium fluorescence, ACh EC20; 0% = ACh EC20, 100% = maximal ACh; activation, % at 3 µM; 360,000 compounds, 0.088% hits; in the data active = activation above about 19%, passing the limit was not always enough
# Target sequence (P11229 whole entry, looked up): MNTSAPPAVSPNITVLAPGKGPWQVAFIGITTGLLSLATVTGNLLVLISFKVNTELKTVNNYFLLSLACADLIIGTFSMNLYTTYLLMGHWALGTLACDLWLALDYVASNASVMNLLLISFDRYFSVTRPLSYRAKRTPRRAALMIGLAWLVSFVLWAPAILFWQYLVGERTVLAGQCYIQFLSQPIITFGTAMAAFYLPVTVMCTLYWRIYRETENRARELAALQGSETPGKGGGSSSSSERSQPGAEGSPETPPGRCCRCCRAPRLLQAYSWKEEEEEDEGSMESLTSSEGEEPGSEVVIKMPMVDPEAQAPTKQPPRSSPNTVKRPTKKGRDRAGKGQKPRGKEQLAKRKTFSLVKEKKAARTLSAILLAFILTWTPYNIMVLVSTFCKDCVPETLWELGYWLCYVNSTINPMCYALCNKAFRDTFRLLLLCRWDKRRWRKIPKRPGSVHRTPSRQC
# CHRM4 PAM: potentiates acetylcholine response at human M4 receptor. activation, % at 3 µM. 360,000 compounds, 0.4% hits. CHO-K1 hM4/Gqi5, Fluo-8 calcium fluorescence, ACh EC20; 0% = ACh EC20, 100% = maximal ACh;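 active = activation above its plate's cutoff, the mean activation of sample wells plus 3 SD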; also: some results filed as inactive read as strong as hits
# CHRM4 agonist: CHRM4 agonism in calcium assay | P08173 | CHO-K1 hM4/Gqi5, Fluo-8 calcium fluorescence; vehicle 0%, full acetylcholine response 100% | activation, % at 3 µM | 360,000 compounds, 0.14% hits | AID 624127;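 active = activation above the run mean over all test wells plus 3 SD, cut at about 32% in these data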;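 also: peak over basal fluorescence ratio per well then scaled between controls; 0% = DMSO wells and 100% = acetylcholine at EC100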
# CHRM5 PAM: CHRM5 positive allosteric modulation; P08912; CHO-K1 hM5, Fluo-8 calcium, ACh EC20 PAM; 0% = ACh EC20, 100% = ACh EC100; activation, % at 3 µM; 360,000 compounds, 0.3% hits; AID 624038;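 active = activation above the run cutoff, the mean activation of all test compounds plus 3 SD, cut at about 18% in these data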
#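 System – CHO-K1 hM5 cells · Compound – 3 µM, single dose · Incubation – compound preincubation 140 s before EC20 acetylcholine addition · Technique – Fluo-8 calcium fluorescence · Measure – Max/basal fluorescence ratio as % of EC20–EC100 ACh window · Benchmarks – low control EC20 acetylcholine (0%), high control EC100 acetylcholine (100%) · Replication – singlicate, one well per test compound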
# M1 antag: antagonists of human M1 muscarinic receptor; P11229; AID 588852; 360,000 compounds, 1.3% hits; CHO-K1 hM1, Fluo-8 calcium fluorescence, ACh EC80 antagonist; inhibition, % at 3 µM;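 active = percent inhibition above its own plate's cutoff, namely the mean of that plate's compound wells plus 3 SD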;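 also: peak over basal fluorescence ratio during 140 s after agonist addition; 0% = ACh EC80 plus DMSO and 100% = DMSO alone without agonist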
# CRFBP-R2 agonist: CRF-BP/CRF-R2 complex agonism; HEK293 CRF-R2/CRF-BP, calcium dye fluorescence (FLIPR); percent of saturating CRF peptide response; activation, % at 13.2 µM; 350,000 compounds, 0.46% hits; AID 588473;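 active = activation of at least 50%, plus an integration ratio under a set limit after plate pattern correction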;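 also: plate controls were neutral control wells without compound for no effect and CRF at EC100 for full effect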
# M5 ag: CHRM5 agonism in calcium assay; P08912; CHO-K1 hM5 cells, Fluo-8 calcium fluorescence; 0% DMSO wells, 100% maximal acetylcholine response; activation, % at 3 µM; 360,000 compounds, 0.19% hits; AID 624037;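 active = activation above the run's mean over test compounds plus 3 SD, cut at about 23% in these data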;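 also: signal is peak over basal fluorescence ratio across the kinetic read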
# The depositor's hits bear a star; · = no result given.
CHRM5 antagonist	M4 antag	M1 PAM	CHRM4 PAM	CHRM4 agonist	CHRM5 PAM	M1 antag	CRFBP-R2 agonist	M5 ag	compound
3	-1	-1	2	1	-6	-4	-2.1	-1	Cc1[nH]n(-c2nc(-c3ccccc3F)cc(=O)[nH]2)c(=O)c1CCO
-5	-5	2	1	0	-1	-6	-0.1	0	O=C(NNC(=O)C1CC1c1ccccc1)Nc1ccccc1 (centres undefined)
10	22	·	-5	13	-10	·	·	10	O=c1[nH]c(=S)[nH]c2c1C(c1ccc(Cl)c(Cl)c1)OC(CCc1ccccc1)C2 (centres undefined)
6	-6	3	-1	1	-9	-10	2.9	5	CCOC(=O)CCC(NC(=O)c1ccc(Nc2nc3ccccc3nc2C(=O)OCC)cc1)C(=O)OCC (centres undefined)
1	2	2	0	0	-3	-5	-2.6	-1	CCOC(=O)CC(NC(C)=O)c1ccc([N+](=O)[O-])cc1 (centres undefined)
-7	6	-3	7	0	3	7	2.7	5	Cc1sc2nc(CSC(C)C(=O)Nc3ccc(Cl)cn3)[nH]c(=O)c2c1C (centres undefined)
8	-6	0	-6	1	1	0	-1.8	3	CCOC(=O)C(C(=O)N(C)Cc1ccccc1)C1CCCCC1 (centres undefined)
2	4	-2	15	3	3	16	-0.8	0	CCOC(=O)CSc1nnc(CNC(=O)c2cccc(C)c2)n1C
16	20	-14	-24	15	-21	37*	-1.0	2	COc1cc(-c2cc3nc4ccccc4n3c(N)c2C#N)cc(OC)c1OC
3	-12	6	9	0	4	-10	-3.6	-1	COc1ccccc1N(C(=O)c1snc(C(N)=O)c1N)C(C(=O)NC1CCCC1)c1ccc(N(C)C)cc1 (centres undefined)
0	0	10	1	0	-3	-8	0.7	-5	O=C(CN1CCOCC1)NNC(=O)c1ccc([N+](=O)[O-])cc1
8	-5	-2	-1	3	0	0	-0.8	-4	O=C(Nc1ccc(F)cc1F)NC1CCN(Cc2c(F)cccc2Cl)CC1
7	3	5	2	1	-1	-9	2.3	5	Cc1onc(-c2c(F)cccc2Cl)c1C(=O)N1CCN(c2ncccn2)CC1
-4	-10	8	-5	1	2	-8	4.9	-6	C[C@H]1CN([C@@H](C)CO)C(=O)Cc2cc(NC(=O)CCC(F)(F)F)ccc2O[C@H]1CN(C)S(C)(=O)=O
26	1	-34	-7	2	-41	68*	6.6	-9	CCO[C@@H]1OC(C(=O)NCc2ccccc2)=C[C@H](c2ccc(Br)cc2)[C@H]1CCCO
-3	21	-6	-6	0	2	7	4.1	-7	CC(CN1CCCCC1)OC(=O)c1ccc(Cl)cc1Cl (centres undefined)
-4	-11	7	7	1	1	-11	0.1	0	CC(=O)Nc1ccc(OC(=O)C(CCS(C)(=O)=O)N2C(=O)c3ccccc3C2=O)cc1 (centres undefined)
0	5	12	-1	0	7	-17	0.1	-1	NC(=O)CCC(=O)N1CCCC(C(=O)c2ccc(C(F)(F)F)cc2)C1 (centres undefined)
5	-3	12	5	0	3	-6	-0.3	1	O=C(Cc1ccccc1)NCc1n[nH]c(=S)n1-c1ccccc1
4	-2	5	-1	1	-4	-12	-0.5	-1	O=C(COc1ccc(S(=O)(=O)N2CCCC2)cc1[N+](=O)[O-])N1CCCCC1
-5	-14	4	-3	0	-4	-6	-0.2	1	CC[C@@]1(C(=O)OC)N[C@H](CN(C)C(=O)Nc2ccc(C(F)(F)F)cc2)[C@@H]2C(=O)N(C)C(=O)[C@@H]21
-6	-9	3	10	2	-6	4	-1.2	-3	COC(=O)c1sccc1NC(=O)Nc1ccc(C)cc1
-11	2	7	18	-1	3	-15	-0.6	-3	COc1ccc(-n2nc(C(=O)Nc3ccc4c(c3)OCO4)c3ccccc3c2=O)c(OC)c1
7	-28	-1	4	0	-6	-6	-4.7	-7	CCC(CNC(=O)c1c(C)nn(-c2ccccc2)c1Cl)c1ccccc1 (centres undefined)
-3	3	7	9	3	-4	-5	0.5	-3	CCOc1ccccc1N(CC(=O)NCc1ccccc1)C(=O)CCC(=O)Nc1cc(C)ccn1
-2	0	15	8	0	2	-14	-0.2	-3	O=C(N/N=C/c1cc2c(cc1Cl)OCO2)c1cccc(Br)c1
-2	-4	3	2	0	4	-7	-0.2	-5	O=C(O)c1cccc(S(=O)(=O)NCC2CCCO2)c1 (centres undefined)
6	5	-8	-11	16	-12	12	1.3	-1	Cc1cccc(OCc2cc(-c3ccccc3)no2)c1C
5	0	-4	-5	3	-15	7	-1.4	-2	O=C1CC(SCc2nc3ccccc3[nH]2)C(=O)N1c1ccc(F)cc1 (centres undefined)
8	-5	5	3	1	-2	2	-0.3	2	O=C1SC(SCc2ccccc2Cl)=N/C1=C\c1ccc(C(=O)O)cc1

# Random excerpt: five entries already listed
CHRM5 antagonist	M4 antag	M1 PAM	CHRM4 PAM	CHRM4 agonist	CHRM5 PAM	M1 antag	CRFBP-R2 agonist	M5 ag	compound
-3	3	7	9	3	-4	-5	0.5	-3	CCOc1ccccc1N(CC(=O)NCc1ccccc1)C(=O)CCC(=O)Nc1cc(C)ccn1
-11	2	7	18	-1	3	-15	-0.6	-3	COc1ccc(-n2nc(C(=O)Nc3ccc4c(c3)OCO4)c3ccccc3c2=O)c(OC)c1
8	-5	5	3	1	-2	2	-0.3	2	O=C1SC(SCc2ccccc2Cl)=N/C1=C\c1ccc(C(=O)O)cc1
-5	-14	4	-3	0	-4	-6	-0.2	1	CC[C@@]1(C(=O)OC)N[C@H](CN(C)C(=O)Nc2ccc(C(F)(F)F)cc2)[C@@H]2C(=O)N(C)C(=O)[C@@H]21
6	5	-8	-11	16	-12	12	1.3	-1	Cc1cccc(OCc2cc(-c3ccccc3)no2)c1C

# Later entries:
CHRM5 antagonist	M4 antag	M1 PAM	CHRM4 PAM	CHRM4 agonist	CHRM5 PAM	M1 antag	CRFBP-R2 agonist	M5 ag	compound
5	-4	-5	1	1	-4	18	0.4	1	CCC(NC(=O)CSc1nnnn1C1CC1)c1ccc(Br)cc1 (centres undefined)
8	2	17	2	0	-5	3	-0.2	-2	COc1cc(C(=O)NCc2nnc(SCC(=O)N3CCCC3)o2)cc(OC)c1OC
3	-16	5	2	1	7	-12	-0.5	-8	C#CCOCCOCCOCCNc1nc(N2CCN(C(=O)Cn3cc(CCCCN)nn3)CC2)nc(N2CCN(C(=O)[C@H]([C@@H](C)CC)n3cc(CCCN=C(N)N)nn3)CC2)n1
7	-22	1	6	0	1	-1	0.2	-12	COc1ccccc1NC(=O)CCC(=O)OCc1ccc(Br)cc1
-4	0	2	-1	1	3	-2	0.6	-1	Cc1ccccc1CN1CCN(C(C)C(=O)NCc2ccccc2)CC1 (centres undefined)
4	-2	5	-1	1	4	-8	-2.1	-1	CCC(=NCCc1c(C)[nH]c2ccc(OC(F)(F)F)cc12)C1=C(O)CC(c2ccccc2)CC1=O (centres undefined)
-2	6	10	0	1	-1	-7	0.6	2	COc1ccccc1C(=O)NC(=O)COC(=O)CNC(=O)c1ccccc1F
1	-1	6	2	1	0	-1	0.3	-1	Cc1ccc(C2C(C(=O)O)c3ccccc3C(=O)N2C)c(C)c1 (centres undefined)
37*	47*	-15	-12	3	-15	37	1.0	-5	Cc1cc(/C=N/n2cnnc2)c(C)n1-c1ccc(OCc2ccc(Cl)cc2Cl)cc1
3	9	4	0	1	-4	0	-0.2	0	CCn1c(SCC(=O)Nc2nc(C)cs2)nnc1-c1ccoc1C
7	-2	-2	-5	6	-4	-4	-5.0	2	O=C(CNC(=O)/C(=C\c1ccc(Br)cc1)NC(=O)c1ccccc1)OCc1ccccc1
9	-4	-9	-9	10	-9	4	-1.7	6	CCCNC(=O)c1nc(C)n(-c2cc(Cl)ccc2Cl)n1
4	-5	6	1	2	4	-2	1.3	-1	CC(=O)Nn1cnc2c(c1=O)C1(CCCC1)Cc1ccccc1-2
15	4	-12	-10	13	-13	19	1.4	3	COc1cc(NC(=O)c2ccco2)c(C(=O)OCC(=O)c2c[nH]c3ccccc23)cc1OC
9	8	10	-5	0	0	-14	0.4	0	Cc1cccc(-c2nc(C)cc(=O)[nH]2)c1
2	-2	10	17	5	-1	5	-3.7	3	C=CCc1ccccc1OCC(=O)N/N=C/c1ccc(OC(C)=O)cc1OC(C)=O
-2	8	3	-7	0	6	3	0.8	-10	CC(C)CCN1CCN(C/C=C/c2ccco2)CC1CCO (centres undefined)
3	-4	·	-6	3	-7	·	·	-1	CC(C)C[C@H]1COc2cc(N3CCSCC3)ccc2S(=O)(=O)N1
5	2	15	-1	0	7	-12	-0.8	-5	CCOc1ccccc1NC(=O)Cn1c(=O)n(-c2ccc(OC)cc2OC)c(=O)c2c(C)c(C(=O)N(CC)CC)sc21
13	12	-5	-3	0	-3	3	-0.4	-5	O=C(C[n+]1ccccc1)N/N=C/c1cc(Br)ccc1O
10	1	7	12	-2	-2	4	-0.4	1	CCn1nnc(NC(=O)C(C)Oc2ccc(Cl)cc2Cl)n1 (centres undefined)
18	-1	0	0	-1	-9	-1	0.5	1	CCOc1ccc2nc(SCC(=O)Nc3ccc(S(=O)(=O)N4CCCC4)cc3)c(C)cc2c1
-8	-1	0	-1	0	1	-1	-0.1	-5	CC(SC1=NCCN1S(=O)(=O)c1ccc(F)cc1)c1ccccc1 (centres undefined)
-2	0	6	1	-1	3	-8	0.5	0	Cc1ccc(S(=O)(=O)NCC(C)NS(C)(=O)=O)cc1 (centres undefined)
6	1	2	-7	0	-2	0	-0.9	-1	CC1CCN(CC(=O)NNC(=O)c2cccc(Br)c2)CC1
5	11	-4	-3	-1	0	4	-2.1	2	CC1(C)CCCN(C(=O)c2coc(=O)c(Br)c2)C1
0	-1	18	-1	1	6	-15	-0.6	-4	COc1cccc(C2C(C(=O)c3cccs3)=C(O)C(=O)N2CCN2CCOCC2)c1OC (centres undefined)
-9	6	14	5	1	5	-24	0.1	8	CN(NC(=O)c1ccccc1)c1ncc(C(F)(F)F)cc1Cl
5	-7	6	7	6	-7	-9	0.2	4	COc1cccc(/C=N/NC(=O)CC(=O)NCCc2ccc(OC)c(OC)c2)c1
0	-10	4	1	4	-1	-9	-7.0	-1	COC(=O)c1ccc(C(=O)Nc2ccc3nc(-c4cccnc4)[nH]c3c2)cc1
4	-4	-8	-3	65*	-16	-4	81*	15	O=C(Nc1nnc(-c2cccs2)o1)c1cccc(C(F)(F)F)c1
-8	-28	15	9	1	18	-7	0.3	0	Cn1c(=O)c2ccccc2n2c(CCl)nnc12
4	-2	3	3	1	-3	-3	-0.4	-2	COc1ccc(/C=C2\CCC(C3CCCC3)C2=O)c(OC)c1 (centres undefined)
-2	-4	0	5	2	-4	0	-1.2	-7	CCOC(=O)c1[nH]c2ccc(OC)cc2c1NC(=O)CN1CCSCC1
-4	-16	9	9	-1	-1	-13	3.3	1	ON=C(CCc1ccccc1)c1ccccc1
-4	-9	4	-2	2	3	-5	0.8	-2	Cc1cc(S(=O)(=O)NC(C)C)ccc1OCC(=O)NCc1ccccc1
-5	-7	·	18	2	-3	·	·	-1	CC(C)NC(=O)C1(C)CSCC(=O)N1Cc1ccco1 (centres undefined)
-5	-13	3	4	-1	2	-4	-1.1	-3	CC1(C)CC(=O)C2=C(C1)N(Cc1ccccc1)C(=O)C2(NC(=O)C(C)(C)C)C(F)(F)F (centres undefined)
